High-throughput results (PubChem BioAssay)
TcdB GH inh: inhibitors of Clostridioides difficile toxin B glycohydrolase; TcdB glycohydrolase enzymatic assay, plate reader; inhibition, % at 9.99 µM; hit rate 0.24% among 350,000; AID 652162; in the data active means inhibition above about 10%
PrPC surface inh: reduces human prion protein on the cell surface; inhibition, % at 13.8 µM; AID 720596; cell surface PrPC, TR-FRET read-out; hit rate 0.43% among 370,000; P04156; in the data active means inhibition above about 24%; further: 0% = median of the test wells and 100% = reference compound wells
CCHFV vOTU inh: blocks the CCHF virus ovarian tumor domain protease; CCHFV vOTU protease, Pep-AMC fluorescence; inhibition, % at 11.5 µM; hit rate 0.55% among 370,000; in the data active means inhibition above about 30%; further: 0% = vehicle wells with enzyme and 100% = no enzyme wells
Active calls of the source: *; & = joins results of further samples. These rows are one share of the data, so the mix of outcomes need not match the whole.

Values in the order – TcdB GH inh	PrPC surface inh	CCHFV vOTU inh
- COCC(=O)N[C@H]1C[C@@H]2O[C@@H](CO)CC[C@@H]2O[C@@H]1CCc1ccc(-c2ccccc2)cc1
  0.9	-6	-5
- CO[C@H]1CN(C)C(=O)c2ccc(NC(=O)NC(C)C)cc2OC[C@H](C)NC[C@H]1C
  1.5&0.4	-5	1
- COC(=O)[C@@]12C[C@@H](CC(=O)N3CCSCC3)C(=O)N(Cc3ccc4c(c3)OCO4)C1=CCC(C)(C)C2
  1.9	0	6
- COc1ccc(-n2nnnc2C2c3ccccc3C(=O)N2C2CCN(Cc3ccccc3)CC2)cc1 (stereo unspecified)
  0.6	-8	-5
- CN(C)CCN(Cc1ccccc1)C(c1ccnc2ccccc12)c1nnnn1-c1ccc2c(c1)OCCO2 (stereo unspecified)
  0.7	-2	-3
- CCCCC[C@@H](C)N1C[C@H](COCc2ccccc2)Oc2cc(N3CC[C@@H](N(C)C)C3)ccc2S1(=O)=O
  2.2	5	15
- N#CC(=Cc1ccc(-c2ccccc2)cc1)C(=O)c1ccccc1
  -0.1	-4	7
- COc1ccc([C@H]2CC(=O)C[C@@H](CCn3cc(-c4ccc(F)cc4)nn3)O2)cc1
  -0.4	4	-13
- CCCCNC(=O)C(NC(=O)c1cccnc1OC)C(=O)c1ccccc1 (stereo unspecified)
  0.0	-3	-6
- COc1cccc(CNC(=O)[C@H]2CCCN2C(=O)[C@H]2CCCN2C(=O)C2CCCCC2)c1
  -2.2	6	-5
- O=C(NCc1ccccc1Cl)[C@H]1CCCN1C(=O)[C@H]1CCCN1C(=O)c1cccc2ccccc12
  -1.0	-5	-3
- O=C(NCc1ccc(F)cc1)c1cccc2c1C(=O)c1ccc(Cl)cc1S2(=O)=O
  1.2	6	2
- CC(C)C[C@@H](CN1CCC[C@@H]1CN1C(=S)NC[C@@H]1Cc1ccccc1)N1C[C@H](Cc2ccc(O)cc2)N(CCc2ccccc2)C1=S
  -0.2	-9	10
- CCC1(C2C=COC=C2)NC(=O)NC1=O (stereo unspecified)
  1.1	-3	-3
- CC(C)c1cc(C(C)C)c(S(=O)(=O)NC(c2ccccn2)C23CC2C3)c(C(C)C)c1 (stereo unspecified)
  3.8	-3	25
- Cc1ccccc1N=C(c1ccccc1)C1C(=O)c2ccccc2C1=O
  0.3	-8	2
- CCCc1nc2ccc(C(=O)OC)cn2c1Cc1ccccc1OC
  -0.2	-7	0
- CC(C)C[C@H]1CNC(=S)N1C[C@H]1CCCN1C[C@H](Cc1ccccc1)N1C[C@H](Cc2ccc(O)cc2)N(CCc2ccccc2)C1=S
  1.5	-4	17
- O=C(NCC[C@@H]1CC[C@@H](NC(=O)c2cnccn2)[C@@H](CO)O1)c1ccc2c(c1)OCO2
  -0.1&1.5	1	6
- O=C(C(=O)N1CCC(CNS(=O)(=O)c2cccc(C(F)(F)F)c2)CC1)c1cc2ccccc2o1
  0.2	-9	9
- O=C(N[C@H](Cc1ccccc1)C(=O)NC1CCCCC1)[C@H]1O[C@@H](n2ccc(=O)[nH]c2=O)[C@H](O)[C@@H]1O
  0.9	2	-3
- CC(C)C[C@H]1CN([C@@H](Cc2ccccc2)CN2CCC[C@@H]2CN2C(=O)C(=O)NC[C@@H]2Cc2ccccc2)C(=O)C(=O)N1CC1CCCCC1
  1.8	3	26
- O=C1O[C@@H](c2ccccc2)C[C@@H](O)C(=O)CCCc2ccccc21
  -0.4	-2	4
- CCOC1=C2[C@H](c3ccccc3Cl)N(S(=O)(=O)c3ccc(C)cc3)C[C@H]2C(C#N)(C#N)C(C#N)(C#N)C1
  0.3	-1	0
- C[C@@H]1CN([C@@H](C)CO)C(=O)CCCn2nncc2CO[C@H]1CN(C)Cc1ccc(O)cc1
  0.5&-0.9	2	-4
- COc1cc2c(c(OC)c1OC)CC(c1ccccc1)=C(c1ccccc1)CC2NC(=O)C(F)(F)F (stereo unspecified)
  0.7	-4	4
- O=C(NCc1cccc(C(F)(F)F)c1)C1C(=O)Nc2ccccc2C(=O)N1Cc1ccccc1 (stereo unspecified)
  1.3	6	22
- CC1(C(=O)NCc2ccccc2)CN(S(C)(=O)=O)CC(=O)N1CCCN1CCOCC1 (stereo unspecified)
  1.4	4	7
- COc1ccc(N2C(=O)c3[nH]nc(-c4ccccc4)c3C2c2ccc(F)cc2)cc1 (stereo unspecified)
  1.5	-2	13
- COC(=O)[C@@H](N[C@H](/C=C/c1ccccc1)[C@@H](O)Cc1ccccc1)c1ccccc1
  0.5	5	12

Given with each value named: entries from further up
O=C(NCc1ccc(F)cc1)c1cccc2c1C(=O)c1ccc(Cl)cc1S2(=O)=O
  TcdB GH inh = 1.2
  PrPC surface inh = 6
  CCHFV vOTU inh = 2
CC(C)C[C@@H](CN1CCC[C@@H]1CN1C(=S)NC[C@@H]1Cc1ccccc1)N1C[C@H](Cc2ccc(O)cc2)N(CCc2ccccc2)C1=S
  TcdB GH inh = -0.2
  PrPC surface inh = -9
  CCHFV vOTU inh = 10
CCC1(C2C=COC=C2)NC(=O)NC1=O (stereo unspecified)
  TcdB GH inh = 1.1
  PrPC surface inh = -3
  CCHFV vOTU inh = -3

(continued)
Values in the order – TcdB GH inh	PrPC surface inh	CCHFV vOTU inh
- CCOC(=O)C1=C(Nc2ccc(Br)cc2)C(=O)N(CC)C1
  0.0	-15	17
- O=C(OCc1ccccc1)N1C=CCC[C@@H]1c1c(Cl)cccc1Br
  1.0	2	15
- COc1cc(OC)cc(C2=Cc3ccc(OC)cc3C(CC(C)=O)N2c2ccc(C#CC3(O)CCCCC3)cc2)c1 (stereo unspecified)
  0.4	-7	9
- COc1ccc(N2C(=O)c3ccccc3NC(=O)C2C(=O)Nc2ccc3c(c2)OCCO3)cc1 (stereo unspecified)
  -1.2	5	-6
- Cc1ccc(CNC(=O)c2[nH]c(C(F)(F)F)nc2-c2ccccc2)cc1
  0.5	8	16
- OCCc1ccc(NCCc2cccs2)cc1
  0.8	-1	2
- Cn1ccc2c(/C=C/c3ccc(F)cc3)cc3c(c21)C1CCC3O1 (stereo unspecified)
  1.3	1	-48
- COC(=O)c1cc2c(c3c4ccccc4n(S(=O)(=O)c4ccc(C)cc4)c13)C(=O)N(Cc1ccccc1)C2
  1.6	7	6
- CCOC(=O)N1CCN(C(=O)C[C@@H]2C[C@@]3(C(=O)OC)CC(C)(C)CC=C3N(Cc3ccco3)C2=O)CC1
  0.6	5	11
- COC(=O)[C@@H]1N=C(c2ccc(OC)cc2)O[C@]12C(=O)N(Cc1ccccc1)c1ccccc12
  1.5	5	4
- CCCCNC(=O)C[C@@H]1C[C@@]2(C(=O)OC)CC(C)(C)CC=C2N(Cc2ccco2)C1=O
  0.8	5	5
- CC1CCCN(C(=O)Nc2ccc([N+](=O)[O-])cc2)C1 (stereo unspecified)
  0.9	-7	2
- O=C(C=CC(=O)Nc1ccc(F)cc1F)Nc1ccc(F)cc1F
  1.1	5	-8
- Cc1cc(O)cc(=O)n1-c1cc(F)c(F)c(F)c1
  1.3	0	-4
- CN(C)C(=O)c1cc2c(c(-c3cccc(C4=CCCCC4)c3)n1)[C@@H](CCO)N(S(=O)C(C)(C)C)C2 (stereo partly specified)
  -0.8	-5	-3
- CC(=O)C1=CCC(c2ccccc2)N(S(=O)(=O)c2ccc(C)cc2)C1 (stereo unspecified)
  13*	5	13
- CCCCC(c1nc2ccccc2[nH]1)N(C(=O)c1ccccc1)c1ccccc1[N+](=O)[O-] (stereo unspecified)
  2.7	-3	7
- COC(=O)[C@@]12C[C@@H](CC(=O)NCc3ccc(OC)c(OC)c3)C(=O)N(Cc3ccco3)C1=CCC(C)(C)C2
  1.9	1	37*
- CCCCNC(=O)C[C@@H]1C[C@@]2(C(=O)OC)CCCCC=C2N(CCc2ccc(OC)c(OC)c2)C1=O
  1.2	-7	8
- COC(=O)[C@@]1(Cc2ccc(F)cc2)[C@H]2c3cc(C(=O)N4CCCC4)n(Cc4ccc(S(C)(=O)=O)cc4)c3C[C@H]2CN1C(=O)c1ccccc1
  0.2	0	1
- Cc1cccc(COC[C@H](CC(C)C)N2CCN(C(=O)c3ccc(C(F)(F)F)cc3)CCC2=O)c1
  -0.3	-2	21
- O=C(NC1CCCC1)C1c2ccccc2OCC(=O)N1Cc1cccnc1 (stereo unspecified)
  1.8	-1	1
- O=C(N[C@H](C(=O)N1CCC[C@H]1C(=O)NCCc1ccccc1Cl)c1ccccc1)c1ccc(Cl)c(Cl)c1
  1.0	1	20
- CCCc1nc2ccccc2n1C(C(=O)NC(C)(C)C)C1CC1 (stereo unspecified)
  -0.1	5	2
- CC(C)C[C@H](NC(=O)c1nccs1)C(=O)N1CCC[C@H]1C(=O)NCc1ccccc1
  1.2	9	9
- CCCCN1CC(COc2ccc(OC)cc2)OCCS1(=O)=O (stereo unspecified)
  1.2	2	4
- CCOC(=O)N[C@H](C(=O)N1CCC[C@H]1C(=O)NCc1ccccc1)C(C)C
  0.1	7	-2
- COc1ccccc1C(C(=O)c1ccccc1)c1ccc2ccccc2c1 (stereo unspecified)
  -1.2	-11	14
- Cc1ccc(S(=O)(=O)N2C[C@H]3C(=O)C[C@@H](c4ccccc4)N(S(=O)(=O)c4ccc(C)cc4)[C@H]3C[C@H]2c2cccc3ccccc23)cc1
  -1.5	6	3
- CC(C)c1ccc([C@@H]2O[C@H](CCc3ccccc3)Cc3[nH][nH]c(=O)c32)cc1
  -0.2	7	4
- O=[N+]([O-])c1cc(S(=O)(=O)NCc2ccco2)ccc1NN=Cc1ccccn1
  0.7	-4	-6
- Cc1ccc2c(CN3CCN(c4ccccc4)CC3)cc(=O)oc2c1
  -0.8	8	-4
- Nc1nc2c(ncn2[C@@H]2O[C@H](CNS(=O)(=O)N3CCCC3)[C@@H](O)[C@H]2O)c(=O)[nH]1
  0.1	4	-7
- CCOc1cc(OCC)cc(C(=O)N2CCC[C@@H]2C(=O)N2CCC[C@H]2C(=O)NCc2ccccc2)c1
  1.3	0	-4
- COc1cc(OC)cc(C2=Cc3ccccc3C(CC(=O)c3ccco3)N2c2ccc(-c3cccnc3)cc2)c1 (stereo unspecified)
  -4.3	-12	9
- N#CC(=Nc1cccc(F)c1)C1=C(O)c2ccccc2C1=O
  0.6	-9	4
- CCCCn1nnnc1C1(C)CCC(=O)N1C1CC1 (stereo unspecified)
  0.3	-2	1
- CC(C)(C)c1ccc(C(=O)N2[C@H](COCc3ccccc3)C=CS2(=O)=O)cc1
  0.0	-5	16
- Cc1cc2nc(-c3ccccc3Br)n(/C=C(\c3ccccc3)n3c(=O)[nH]c4ccccc43)c2cc1C
  4.4	3	15
- Cc1ccc(-c2nc3ccc(C)cn3c2CC2CCCCC2)cc1
  0.6	1	19
- O=C(CSC1CCc2ccccc21)NN=Cc1ccco1 (stereo unspecified)
  0.1	6	-3
- CCC(=O)Nc1ccc2c(c1)OC[C@@H](C)NC[C@@H](C)[C@@H](OC)CN(C)C2=O
  -0.9&0.9	7	-3
- CCOC(=O)[C@]12CCC=C1N(Cc1ccco1)C(=O)[C@H](CC(=O)NCc1cccc3ccccc13)C2
  -0.2	-6	2
- COc1ccc(C(=O)C(=O)N2CCN(C(=O)c3ccccc3C(F)(F)F)CC2)cc1OC
  -0.3	-6	-4
- COC[C@H]1CCCN1[C@H]1CS(=O)(=O)N[C@@H]1COCc1ccccc1
  1.4	4	11
- CN1OC[C@@H]2CN3C(=O)N(c4cccc5ccccc45)c4ccccc4[C@@H]3C[C@@H]21
  1.3	10	-4
- Cc1ccc(NC(=O)[C@@H](Cc2ccccc2)NC(=O)[C@H]2O[C@@H](n3ccc(=O)[nH]c3=O)[C@H](O)[C@@H]2O)cc1C
  1.1	5	-2
- C#CCN1CC(COCCCC)Oc2cccc(F)c2S1(=O)=O (stereo unspecified)
  1.3	0	13
- O=C(C[n+]1ccc2ccccc2c1)c1ccc2ccc3ccccc3c2c1
  1.4	-10	2
- Fc1cccc(Cc2c(-c3ccc(Cl)cc3)nc3ccc(Cl)cn23)c1
  2.5	-3	5
- COC(=O)Cn1c2ccccc2c(=O)n1C(C)C
  0.3	-10	-31
- O=C(/C=C/[C@H]1O[C@@H](n2ccc(=O)[nH]c2=O)[C@H](O)[C@@H]1O)NC1CCN(Cc2ccccc2)C1 (stereo partly specified)
  0.8	4	-7
- Nc1nc2ccc(Cl)cc2cc1C(=O)NCCCN1CCOCC1
  0.4	-6	-27
- COC(=O)C1=CN(c2ccc(Oc3ccccc3)cc2)C(N)=C(C#N)C1c1cccc(F)c1 (stereo unspecified)
  0.0	-5	8
- O=C(NCc1ccccc1)[C@@H]1CCCN1C(=O)[C@H]1CCCN1C(=O)c1ccc(F)c(F)c1
  0.9	0	-14
- O=C(NCc1ccco1)C1C(=O)Nc2ccccc2C(=O)N1C1CCCCC1 (stereo unspecified)
  1.1	-1	11
- O=C(Cc1c[nH]c2ccccc12)Nc1ccc(Nc2cccnc2)c(-c2ccc(Cl)c(Cl)c2)c1
  -1.4	-2	4
- CC1(C(=O)NC2CCCCC2)CCC(=O)N1C1CCN(Cc2ccccc2)CC1 (stereo unspecified)
  0.2	-6	-1
- CCOC(=O)[C@]12CCC=C1N(Cc1cccc3ccccc13)C(=O)[C@H](CC(=O)N1CCN(C(=O)c3ccco3)CC1)C2
  1.2	-6	16
- CCCCc1c(-c2ccc(Br)cc2)ncn1CCc1ccccc1OC
  0.6	13	7
- COc1cccc(-c2cc(CNC(=O)[C@H]3O[C@@H](n4cnc5c(N)ncnc54)[C@H](O)[C@@H]3O)no2)c1
  -2.7	9	21

Ordered by heavy-atom count (lowest first): part of the list above
Values in the order – TcdB GH inh	PrPC surface inh	CCHFV vOTU inh
- O=C(NCc1ccccc1)[C@@H]1CCCN1C(=O)[C@H]1CCCN1C(=O)c1ccc(F)c(F)c1
  0.9	0	-14
- COC(=O)C1=CN(c2ccc(Oc3ccccc3)cc2)C(N)=C(C#N)C1c1cccc(F)c1 (stereo unspecified)
  0.0	-5	8
- O=C(Cc1c[nH]c2ccccc12)Nc1ccc(Nc2cccnc2)c(-c2ccc(Cl)c(Cl)c2)c1
  -1.4	-2	4
